# PTAP TSG101 blk: blocks PTAP/TSG101 interaction to inhibit HIV-1 budding; AID 493005; Q99816; 340,000 tested, under 10 active; Fluorescence polarization, FITC-PTAP peptide / Tsg101 binding; Potency, µM (doses to about 115 µM), for the others: top-dose activity change, negative = inhibition, actives largely listed as inhibitors; active = well fitted inhibition curve with a large enough effect in the main read-out, with a control signal flat, not every such curve was filed as active; inconclusive = small, poorly fitted or top-dose-only effect, or effect the other way, or a change in a side signal; inactive = no such curve, though single readings can be large or run the other way; note: potency is the fitted concentration of half-maximal effect; % of control where 0% means no effect
# Target sequence (Q99816 whole entry, looked up): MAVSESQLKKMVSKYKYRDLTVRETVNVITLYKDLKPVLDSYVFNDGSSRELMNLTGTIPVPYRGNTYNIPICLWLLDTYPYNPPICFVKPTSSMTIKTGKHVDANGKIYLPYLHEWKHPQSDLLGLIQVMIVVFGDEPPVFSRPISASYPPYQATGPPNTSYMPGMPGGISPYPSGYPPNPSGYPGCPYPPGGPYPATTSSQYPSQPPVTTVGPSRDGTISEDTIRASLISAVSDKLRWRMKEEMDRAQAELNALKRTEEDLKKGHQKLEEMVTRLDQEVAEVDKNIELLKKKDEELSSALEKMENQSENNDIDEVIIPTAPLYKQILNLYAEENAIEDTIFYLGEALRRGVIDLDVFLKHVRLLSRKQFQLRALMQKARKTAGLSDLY
#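 Tsg101 binding domain (10 uM final) was mixed with compound and a FITC-labeled PTAP peptide (50 nM final) in HEPES pH 7.5 buffer with NaCl, Tween 20, EDTA and TCEP; fluorescence polarization was read after 20 min at r.t.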
# BRCA1 expr up: BRCA1 expression activation | AID 624202 | Potency, µM (series often up to 46.1 µM), inactives show at the highest dose activation, actives largely listed as activators | 380,000 tested, 1.1% active | MCF7-BRCA1-FFLuc reporter, luminescence, 48 h; response scale: scaled: vehicle 0%, 10 µM genistein 100%; note: potency is the fitted concentration of half-maximal effect; nearly all actives have a fitted effect of over 80% in size; some results filed as inactive show a strong effect at the top dose
#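 Using MCF7 cells harboring a BRCA1 firefly luciferase reporter, plated 2 h before compound pinning, the screen measured luminescence after 48 h incubation. Responses were normalized to DMSO and 10 microM genistein, then fitted for concentration-effect.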
# TCR activator: activators of T cell receptors; Potency, µM (highest dose often 9.22 µM), inactives show at the top dose activation of IL-2 secretion, hits mostly activators; 330,000 tested, under 10 active; primary human leukocytes, anti-CD3, IL-2 HTRF, 48 h; note: % of control where 0% means no effect
#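 48 hr co-incubation of compounds, a-CD3 beads and primary human leukocytes; IL-2 quantified homogeneously by HTRF with anti-IL-2 K and d2 conjugates.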
# p53 reactivation: restores transcriptional activity of mutant p53; H1299 p53-A138V BP100-luciferase reporter, luminescence, 24 h; Potency, µM (highest dose often 92.2 µM), for inactives: top-dose activity change, positive = activation, most hits filed as activators; 320,000 tested, 0.063% active; AID 504706; note: potency is the fitted concentration of half-maximal effect; % of control where 0% means no effect; nearly all actives have a fitted effect of over 45% in size
#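 p53-null H1299 cells stably carrying temperature-sensitive p53-A138V and a BP100-luciferase reporter were pinned with compounds (4-point, 1:5 series) and held 24 hrs at 37 deg C. Luminescence was read 10 min after detection reagent.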
# TRPV1 ag: activates the human vanilloid receptor TRPV1 | TRPV1-expressing cells, Fluo-8 calcium influx, agonist mode | activation, % at 8.33 µM | 320,000 tested, 0.19% active; in the data active = activation above about 80%; inconclusive = between about 30% and that limit; note: 0% is about no effect
#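 TRPV1-expressing cells were cultured overnight at 35.5C and loaded with Fluo-8 calcium dye for 40 to 90 min at room temperature. After a 10 s baseline, compound was added and calcium influx was read kinetically for 3 min (ex 480/em 520 nm).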
# A-T KAP1 phos: potential ataxia-telangiectasia treatment | 320,000 tested, 0.19% active | Potency, µM (titrated, usually from 57.5 µM), for inactives: top-dose activation, actives largely listed as activators | AID 485349 | […] A-T fibroblasts, KAP-1 phosphorylation AlphaLISA; neocarzinostatin DNA damage 30 min before lysis; note: potency is the fitted concentration of half-maximal effect; % of control where 0% means no effect; nearly all actives have a fitted effect of over 45% in size
#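 ATM-like activity read as KAP-1 phosphorylation via AlphaLISA donor/acceptor antibody pairs after lysis and 6 hr at 25C. Cells were ATM-null patient fibroblasts ([…], hTERT), dosed 60 min, then exposed to the DSB inducer NCS for 30 min.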
# ELG1 DNA repair: ELG1-dependent DNA repair inhibition; Potency, µM (doses to about 46.1 µM), inactives show at the highest dose activity change, negative = inhibition, actives largely listed as inhibitors; 330,000 tested, 2.3% active; HEK293T ELG1-luciferase reporter, luminescence, 16 h; DNA damage induced by 5-fluorouridine; note: potency is the fitted concentration of half-maximal effect; % is set by controls: 0 for no effect and ±100 for the full control effect; nearly all actives have a fitted effect of over 55% in size
#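 DMSO vehicle served as the neutral condition. Each well held 2,000 cells given 5-fluorouridine plus compound; after 16 hr at 37 °C/5% CO2, ONE-Glo was added and luciferase measured 30 min later.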
# a7 integrin act: activators of alpha7 integrin expression for muscular dystrophy; alpha7betagal myoblasts, beta-gal FDG fluorescence, 48 h; Potency, µM (highest dose often 38.3 µM), for inactives: at the top dose activation, actives largely listed as activators; 350,000 tested, 0.064% active;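 note: potency is the fitted concentration of half-maximal effect; 100% = response of the positive control SU9516; nearly all actives have a fitted effect of over 60% in size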
#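 Alpha7betagal+/- myoblasts (passage 13) were plated 16-24 hr, then exposed to compounds (1:260 dilution of DMSO stock) for 48 hours at 37C. After MPER lysis, β-galactosidase reporter activity was read as FDG fluorescence (ex 480/em 540) after 30 minutes.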
# CXXC DNA block: blocks binding of human MLL CXXC domain to DNA; MLL-CXXC / FITC-HOXA9 DNA fluorescence polarization; Potency, µM (titrated, usually from 115 µM), for the others: at the top dose activity change, negative = inhibition, usual class: inhibitors; 290,000 tested, 0.037% active; AID 2662; active = well fitted inhibition curve with a large enough effect in the polarisation, with a control signal flat, not every such curve was filed as active; inconclusive = small, poorly fitted or top-dose-only effect, or effect the other way, or a change in a side signal; inactive = no such curve, though single readings can be large or run the other way; the % refers to the polarisation; note: potency is the fitted concentration of half-maximal effect
#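 Fluorescence polarization: 7 uM MLL-CXXC (stock) preincubated 5 min with compounds, then 50 nM fluorescein-HOX-A9 DNA (stock) added; 30 min ambient. Buffer 50 mM Tris-HCl pH 7.5, 50 mM NaCl, 1 mM DTT, 0.05% BSA.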
# B2AR arrestin: recruits beta-arrestin to the human beta2-adrenergic receptor. Potency, µM (highest dose often 46.1 µM), without a hit: at the highest dose activation, actives largely listed as activators. beta-arrestin recruitment to beta2AR, cell-based reporter. P07550. 330,000 tested, 0.02% active;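 note: potency is the fitted concentration of half-maximal effect; 0% = DMSO controls and full agonism = EC100 isoproterenol or metaproterenol; nearly all actives have a fitted effect of over 65% in size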
# Target sequence (P07550 whole entry, looked up): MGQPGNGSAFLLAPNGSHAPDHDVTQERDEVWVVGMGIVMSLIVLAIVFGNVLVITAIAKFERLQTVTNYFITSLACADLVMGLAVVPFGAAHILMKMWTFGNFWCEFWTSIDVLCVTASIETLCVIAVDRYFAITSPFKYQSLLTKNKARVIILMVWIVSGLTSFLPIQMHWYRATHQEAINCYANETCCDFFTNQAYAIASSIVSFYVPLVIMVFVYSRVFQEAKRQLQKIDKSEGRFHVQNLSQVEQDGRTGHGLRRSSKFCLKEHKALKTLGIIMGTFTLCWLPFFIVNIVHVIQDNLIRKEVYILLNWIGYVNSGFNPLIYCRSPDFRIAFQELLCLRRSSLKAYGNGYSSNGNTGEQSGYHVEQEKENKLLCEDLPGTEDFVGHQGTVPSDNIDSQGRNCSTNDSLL
# * marks the source's active call; other numbers are inactive results; ? = inconclusive; / = no result given; [ ] = dose if it differs, or a comment. Unless noted, calls come from the whole dose curve; as a rule, active = well fitted curve in the direction sought with a large enough effect; inconclusive = small, poorly fitted or top-dose-only effect, or another doubt; inactive = no such curve, though single readings can be large; an effect the other way counts as inactive or inconclusive.
# Each structure is followed by: PTAP TSG101 blk, BRCA1 expr up, TCR activator, p53 reactivation, TRPV1 ag, A-T KAP1 phos, ELG1 DNA repair, a7 integrin act, CXXC DNA block, B2AR arrestin
- C#CCOCCOCCOCCNc1nc(N2CCN(C(=O)CCCCCCCCCCNC(=O)[C@@H](CCSC)n3cc(CCO)nn3)CC2)nc(N2CCN(C(=O)CCCCCCCCCCNC(=O)[C@H]([C@@H](C)CC)n3cc(CCCCN=C(N)N)nn3)CC2)n1
  ?, -47%, 6%, 3%, 1, 20%, ?, -15%, /, 0.2%
- CC(C)(C)c1ccc(C(=O)N2CCN(C(=O)C3CCCCC3)CC2)cc1
  0%, -24%, -2%, -9%, 28, -2%, 5%, -45%[inhibitor], -1%, -0.9%
- CCCn1c(C(O)c2cc(OC)c(OC)c(OC)c2)nc2ccccc21 (centres undefined)
  0%, -11%, 5%, 3%, -9, 12%, 2%, 9%, -5%, -0.1%
- CC1(C)C(=O)Nc2ccccc2N1C(=O)COC(=O)CSc1ccc(F)cc1
  -2%, -28%, 2%, 1%, -1, -4%, 4%, 19%, /, -0.2%
- Cc1ccc(S(=O)(=O)C(C#N)c2nc3ccccc3nc2OC(C)C)cc1 (centres undefined)
  -17%, 2%, -2%, -5%, 2, -4%, ?, -16%, -6%, 0.0%
- Cn1ccsc1=NC(=O)c1ccc(=O)[nH]c1
  -4%, 1%, -10%, 21%, 0, 5%, 4%, -4%, -1%, -0.6%
- Cc1cc(C)c2nc(-c3cccc(Cl)c3)c(C)c(C(=O)N3CCOCC3)c2c1
  -13%, -26%, -2%, -18%, -9, 10%, -21%, -15%, -20%, 1.0%
- Cc1ccc(C(=O)CCC(=O)Nc2cccc(C(F)(F)F)c2)cc1
  0%, -1%, 1%, -3%, 8, 9%, 0%, 0%, -15%, -0.1%
- CC1(C)C(=O)Nc2ccccc2N1C(=O)CSc1nnc2ccccn12
  -3%, 4%, -6%[46.1 µM], -5%, -3, 1%, 9%, -1%, -6%, -0.4%
- CC[C@]12c3[nH]c4ccccc4c3CCN1C(=O)C(CC(=O)NCCCOC)C[C@@H]2C(=O)N1CCN(C(=O)c2ccco2)CC1 (some centres undefined)
  -1%, -6%, 0%, -7%, /, 19%, 7%, -1%, /, 0.2%
- COc1cc(/C=C/[N+](=O)[O-])ccc1OCc1cccc(C(=O)O)c1
  0%, -86%[inhibitor], /, -12%, 1, 5%, ?, 0%, -19%, -1.0%
- COc1cc(OC)c(C2=NOC(C(=O)Nc3c(C)n(C)n(-c4ccccc4)c3=O)C2)cc1Cl (centres undefined)
  -2%, -11%, /, -3%, -2, -1%[11.5 µM], -2%, 13%, -8%, 0.1%
- COc1cc(NC(=O)CSC(=S)N2CCCC2)c(OC)cc1Cl
  1%, -24%, 0%, 0%, -3, 2%, 12%, 9%, /, -0.1%
- CCc1ccc(NC(=O)C2CCCN2S(=O)(=O)c2ccc3c(c2)n(C)c(=O)c(=O)n3C)cc1 (centres undefined)
  -9%, -6%, 3%, -5%, -5, -8%, -5%, 25%, -2%, 0.2%
- CC1CCN(C(=O)c2[nH]cnc2C(=O)N[C@@H](Cc2ccccc2)C(=O)OC(C)(C)C)CC1
  -1%, -33%, 4%, 4%, 30, 4%, 14%, 0%, 5%, -1.0%

# Of the compounds above, 4 contain an aryl methoxy group:
# Each structure is followed by: PTAP TSG101 blk, BRCA1 expr up, TCR activator, p53 reactivation, TRPV1 ag, A-T KAP1 phos, ELG1 DNA repair, a7 integrin act, CXXC DNA block, B2AR arrestin
- CCCn1c(C(O)c2cc(OC)c(OC)c(OC)c2)nc2ccccc21 (centres undefined)
  0%, -11%, 5%, 3%, -9, 12%, 2%, 9%, -5%, -0.1%
- COc1cc(/C=C/[N+](=O)[O-])ccc1OCc1cccc(C(=O)O)c1
  0%, -86%[inhibitor], /, -12%, 1, 5%, ?, 0%, -19%, -1.0%
- COc1cc(OC)c(C2=NOC(C(=O)Nc3c(C)n(C)n(-c4ccccc4)c3=O)C2)cc1Cl (centres undefined)
  -2%, -11%, /, -3%, -2, -1%[11.5 µM], -2%, 13%, -8%, 0.1%
- COc1cc(NC(=O)CSC(=S)N2CCCC2)c(OC)cc1Cl
  1%, -24%, 0%, 0%, -3, 2%, 12%, 9%, /, -0.1%

# Continuation:
# Each structure is followed by: PTAP TSG101 blk, BRCA1 expr up, TCR activator, p53 reactivation, TRPV1 ag, A-T KAP1 phos, ELG1 DNA repair, a7 integrin act, CXXC DNA block, B2AR arrestin
- CC(C)NC(=O)c1ccc(N(Cc2ccccc2)S(C)(=O)=O)cc1
  -2%, -18%, 7%, 4%, 3, 5%, -2%, -6%, -2%, -0.1%
- O=[N+]([O-])c1nn(-c2ccc(Cl)cc2)n(O)c1=NCc1ccccc1Cl
  4%, 55%, 8%, 21%, -4, -3%, ?, -11%, -4%, 0.0%
- O=S(=O)(c1ccc(F)cc1)N1CCC(N2CCCCCC2)CC1
  0%, -12%, -2%, -13%, 1, -3%, -3%, 14%, -3%, 0.2%
- COc1ccc(NC(=O)C(c2ccccc2)N(C)C(=O)CNC(C)=O)cc1 (centres undefined)
  -4%, -1%, 5%, ?, 1, -14%, 8%, 38%, 2%, 0.4%
- N#CCc1nc2c3c4c(sc3ncn2n1)CCCC4
  0%, 2%, -2%, -2%, -5, /, -1%, 9%, 2%, -0.6%
- O=Cc1c(N2CCN(CCO)CC2)nc2ccccn2c1=O
  -13%, -15%, 5%, /, 2, 2%, -7%, -30%, -2%, -0.1%
- Cc1nc(SCC(=O)Nc2ccccc2Cl)oc1C
  -1%, 21%, -2%, -3%, 4, -2%, 0%, -19%, 2%, 5.0%
- O=C(c1scc2c1CCCC2)N1CCOCC1
  -6%, -19%, 1%, 7%, 5, -2%, 3%, 12%, -5%, -0.5%
- O=[N+]([O-])c1ccc(N2CCN(CCO)CC2)cc1NCc1ccco1
  -1%, -5%, -8%[46.1 µM], -5%, 1, -3%, 19%, -8%, -8%, -2.0%
- COc1ccc(C(C(=O)NC(C)(C)C)N(C(=O)CCC(=O)Nc2cc(C)on2)c2cccc(C)c2C)cc1 (centres undefined)
  0%, -23%, 0%, 1%, -2, 3%, -19%, -244%[inhibitor], 2%, 0.1%
- O=C(Oc1ccc(-c2cnc3ccccc3n2)cc1)c1ccco1
  -10%, ?, -8%, ?, -1, 7%, ?, 4%, 142%[activator], -2.9%
- CC1(c2nnc(Cc3ccccc3)o2)CC(c2ccccc2[N+](=O)[O-])=NO1 (centres undefined)
  1%, 36%, 4%, 9%, 11, -12%, ?, -3%, /, 0.3%
- O=C(COc1ccc([N+](=O)[O-])cc1)N(C1CCCCC1)C1CCS(=O)(=O)C1 (centres undefined)
  -4%, -6%, -6%, -6%, 4, 2%, 14%, 2%, /, 0.0%
- O=C1/C(=C/c2ccccn2)SC(=S)N1Cc1ccccc1
  -2%, -10%, 7%, 2%, 1, 2%, 4%, -14%, -15%, -0.2%
- O=C(Nn1c(-c2ccc(Br)cc2)nc2ccccc2c1=O)c1ccc([N+](=O)[O-])cc1
  -9%, -34%, 6%, -8%, 6, -1%, -2%, 21%, -2%, 0.1%

# Each structure is followed by: PTAP TSG101 blk, BRCA1 expr up, TCR activator, p53 reactivation, TRPV1 ag, A-T KAP1 phos, ELG1 DNA repair, a7 integrin act, CXXC DNA block, B2AR arrestin
- CCN(C(=O)CSc1nnc(Nc2ccccc2)s1)C1CCS(=O)(=O)C1 (centres undefined)
  -1%, 23%, 1%, 2%, 1, 1%, 2%, -18%, -3%, -0.1%
- CCNC(=O)CN(c1ccc(Br)c(C)c1)S(C)(=O)=O
  1%, 0%, -1%, -1%, -1, 0%, 0%, 9%, -2%, 4.1%
- CCOC(=O)C(C(=O)OCC)C1OC(=O)c2cc3c(cc21)C(=O)OC3C(C(=O)OCC)C(=O)OCC (centres undefined)
  0%, 3%, 2%, 1%, 2, 3%, -14%, -17%, 1%, 0.1%
- CC(C)C(NC(=O)OCc1ccccc1)C(=O)NCC(=O)OC(C)(C)C (centres undefined)
  -5%, -8%, -4%, 4%, 12, -4%, 1%, 1%, 5%, -0.2%
- Cc1ccc(C(=O)Cn2nnc3ccccc32)cc1
  -5%, 4.5µM*, -6%, 22%, 14, 7%, ?, 4%, -2%, -0.3%
- CCOc1ccc(-c2noc(CCC(=O)NCC3CCCO3)n2)cc1OC (centres undefined)
  -2%, 32%, -1%, 4%, -5, 4%, -3%, -46%[inhibitor], -5%, -0.1%
- CCn1c(SCC(=O)N2CCOCC2)nc2c(c1=O)SC(C)C2 (centres undefined)
  -3%, 3%, -5%[46.1 µM], -9%, 3, 3%, 0%, -7%, -1%, -0.8%
- CCOc1cc2c3c(c1)C(C)=CC(C)(C)N3C(=O)C2=O
  0%, -55%, 7%, 12%, -1, -1%, -1%, -42%, -10%, -0.8%

# From PubChem BioAssay

# No enrichment for hits. About 3.8% of those tested had a hit in this group.
